Screening data (PubChem)
ATXN2 expr inh = Primary qHTS for Inhibitors of ATXN expression. HEK-293 ATXN2-luciferase reporter, luminescence, 24 h. Potency, µM (titrated, usually from 57 µM), for the others: top-dose activity change, negative = inhibition, usual class: inhibitors. 360,000 tested, 0.72% active; also: potency is read from the fitted curve at half-maximal effect; % is scaled to controls: 0 for no effect and ±100 for the full control effect; nearly all actives have a fitted effect of over 55% in size
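ATXN2-luciferase reporter cells (luciferase flanked by upstream and downstream ATXN2 gene portions) were treated 24 h at 37 °C with compounds at up to 57 uM. SteadyGlo luminescence gave expression; GF-AFC fluorescence gave viability.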
KB-3-1 cytotox = qHTS assay for MDR1-selective chemotherapeutics: Primary screen using the parental adenocarcinoma cell KB-3-1; KB-3-1 viability, CellTiter-Glo ATP luminescence, 72 h; Potency, µM (titrated, usually from 46.1 µM), for inactives: at the top dose activity change, negative = cytotoxic, actives largely listed as cytotoxic; 400,000 tested, 1.4% active; also: potency is read from the fitted curve at half-maximal effect; % is scaled to controls: 0 for no effect and ±100 for the full control effect; nearly all actives have a fitted effect of over 60% in size
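Viability of parental KB-3-1 cells, measured by CellTiter-Glo luminescence, followed a 72 h incubation at 37 °C with pinned compounds in phenol-red-free DMEM containing 10% FBS.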
SW480 rereplic = A quantitative high throughput screen for small molecules that induce DNA re-replication in SW480 colon adenocarcinoma cells; AID 624297, 2012; Potency, µM (doses to about 46.1 µM), without a hit: at the top dose re-replication activation, most hits filed as activators; 340,000 tested, 1.8% active; SW480 DNA re-replication, Hoechst DNA content imaging, 48 h; also: potency is read from the fitted curve at half-maximal effect; % of control where 0% means no effect; nearly all actives have a fitted effect of over 55% in size
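First, 250 cells per well were seeded. Next, compound or vehicle (23 nL) was pinned in, plates sat 48 hr at 37 C. Finally Hoechst was added for 40 min before fluorescence scanning.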
IL1B secr inh = qHTS for Inhibitors of Inflammasome Signaling: IL-1-beta AlphaLISA Primary Screen; THP-1 LPS/ATP IL-1B secretion, AlphaLISA, 16 h; stronger effect = lower value; 360,000 tested, 4.7% active; activity change, % at 57.5 µM; AID 743279, 2014; in the data active = activity change below about -50%; inconclusive = mostly about -30% to -49%; also: % is scaled to controls: 0 for no effect and ±100 for the full control effect
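THP-1 cells pretreated 1 hr with compounds (up to 57.5 uM final), then stimulated with LPS (250 ng/mL final) plus ATP (1.25 mM final); secreted IL-1B measured by AlphaLISA after 16 hr, decreased signal indicating inhibition.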
WRN helicase inh = qHTS for Inhibitors of WRN Helicase; WRN helicase unwinding, fluorescent forked duplex, kinetic; 360,000 tested, 0.46% active; Bifunctional 3'-5' exonuclease/ATP-dependent helicase WRN (Homo sapiens), Q14191; Potency, µM (highest dose often 114 µM), for inactives: top-dose activity change, negative = inhibition, hits mostly inhibitors; also: potency is read from the fitted curve at half-maximal effect; % is scaled to controls: 0 for no effect and ±100 for the full control effect; nearly all actives have a fitted effect of over 55% in size
Target sequence (Q14191 whole entry, looked up): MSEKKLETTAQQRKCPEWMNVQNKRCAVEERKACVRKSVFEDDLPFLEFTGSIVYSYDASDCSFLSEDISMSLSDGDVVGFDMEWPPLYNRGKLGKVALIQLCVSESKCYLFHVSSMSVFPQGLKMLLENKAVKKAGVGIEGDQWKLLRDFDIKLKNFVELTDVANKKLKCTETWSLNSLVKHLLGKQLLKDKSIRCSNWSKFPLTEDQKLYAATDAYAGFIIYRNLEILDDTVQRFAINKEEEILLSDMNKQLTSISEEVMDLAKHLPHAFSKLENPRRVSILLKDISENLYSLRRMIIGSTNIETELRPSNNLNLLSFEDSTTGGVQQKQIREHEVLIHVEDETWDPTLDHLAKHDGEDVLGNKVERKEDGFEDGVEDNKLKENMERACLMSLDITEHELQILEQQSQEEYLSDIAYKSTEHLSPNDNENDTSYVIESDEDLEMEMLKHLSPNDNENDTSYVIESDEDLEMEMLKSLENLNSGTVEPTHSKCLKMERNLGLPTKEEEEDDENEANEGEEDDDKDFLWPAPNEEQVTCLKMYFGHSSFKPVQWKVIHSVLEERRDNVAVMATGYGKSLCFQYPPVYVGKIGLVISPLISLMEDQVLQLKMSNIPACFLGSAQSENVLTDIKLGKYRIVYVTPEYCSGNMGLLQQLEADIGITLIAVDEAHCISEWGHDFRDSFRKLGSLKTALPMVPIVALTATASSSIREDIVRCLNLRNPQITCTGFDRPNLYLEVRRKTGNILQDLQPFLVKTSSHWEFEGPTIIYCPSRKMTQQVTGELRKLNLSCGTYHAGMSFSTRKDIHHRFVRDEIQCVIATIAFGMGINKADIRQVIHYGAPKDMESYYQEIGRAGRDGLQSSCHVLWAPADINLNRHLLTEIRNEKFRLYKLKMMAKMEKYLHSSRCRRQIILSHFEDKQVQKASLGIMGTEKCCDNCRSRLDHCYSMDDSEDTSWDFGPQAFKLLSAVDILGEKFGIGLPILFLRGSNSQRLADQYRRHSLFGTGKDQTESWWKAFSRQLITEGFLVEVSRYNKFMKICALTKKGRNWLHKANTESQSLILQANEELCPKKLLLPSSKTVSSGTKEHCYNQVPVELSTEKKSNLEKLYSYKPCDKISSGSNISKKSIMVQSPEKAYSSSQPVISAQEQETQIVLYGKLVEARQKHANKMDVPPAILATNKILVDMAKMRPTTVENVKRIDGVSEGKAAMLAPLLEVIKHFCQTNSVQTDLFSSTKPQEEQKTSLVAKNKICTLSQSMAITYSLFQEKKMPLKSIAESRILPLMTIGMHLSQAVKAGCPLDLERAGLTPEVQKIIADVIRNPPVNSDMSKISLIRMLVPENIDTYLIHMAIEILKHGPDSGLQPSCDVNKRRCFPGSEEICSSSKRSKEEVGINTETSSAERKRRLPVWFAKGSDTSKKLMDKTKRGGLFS
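Screening of the MLSMR collection measured strand separation of a quenched forked DNA duplex (100 nM) by 20 nM WRN with 2 mM ATP, all final. Compounds were preincubated with enzyme 15 min at room temperature.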
MCF10A rerep = A quantitative high throughput screen for small molecules that induce DNA re-replication in MCF 10a normal breast cells | AID 624296, 2012 | 350,000 tested, 2.9% active | Potency, µM (titrated, usually from 46.1 µM), inactives show top-dose activity, positive = re-replication, hits mostly activators | MCF 10A DNA re-replication, Hoechst nuclear intensity, 48 h; also: potency is read from the fitted curve at half-maximal effect; % of control where 0% means no effect; nearly all actives have a fitted effect of over 50% in size
KB-V1 MDR tox = qHTS assay for MDR1-selective chemotherapeutics: Primary screen using the drug-selected MDR subline cells KB-V1; KB-V1 MDR cells viability, CellTiter-Glo, 72 h; Potency, µM (top dose mostly 46.1 µM), without a hit: top-dose activity change, negative = cytotoxicity, actives largely listed as cytotoxic; 400,000 tested, 3.4% active; AID 1347076, 2019; also: potency is read from the fitted curve at half-maximal effect; % is scaled to controls: 0 for no effect and ±100 for the full control effect; nearly all actives have a fitted effect of over 60% in size
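Following 72 h at 37 degrees C with compound, KB-V1 cell viability was read by CellTiter-Glo luminescence, medium being phenol-red-free DMEM plus 10% FBS; concentration-response parameters came from normalized, curve-fitted qHTS data.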
HT1080 IDH1KD tx = qHTS for induction of synthetic lethality in tumor cells producing 2HG: qHTS for the HT-1080-IDH1KD cell line; Potency, µM (top dose mostly 46.1 µM), inactives show top-dose activity, negative = toxicity, hits mostly cytotoxic; HT-1080 IDH1 knockdown viability, ATP luminescence, 48 h; 360,000 tested, 2% active; AID 686971, 2013;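 also: potency is read from the fitted curve at half-maximal effect; 0% = DMSO wells and -100% = cell-free medium wells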
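After a 2 h attachment period, IDH1KD HT-1080 cells took pin-transferred compound for 48 h at 37 °C; ATP-based luminescence after 10 min room-temperature reagent incubation reported viability.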
HT1080-NT tox = qHTS for induction of synthetic lethality in tumor cells producing 2HG: qHTS for the HT-1080-NT fibrosarcoma cell line; 360,000 tested, 1.6% active; AID 686970, 2013; HT-1080-NT fibrosarcoma viability, CellTiter-Glo ATP luminescence, 48 h; Potency, µM (series often up to 46.1 µM), inactives show top-dose activity, negative = less viability, most hits filed as cytotoxic;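 also: NT is the 2HG producing partner of a matched IDH1 knockdown line; potency is read from the fitted curve at half-maximal effect; 0% = DMSO-treated cells and -100% = media-only wells without cells; nearly all actives have a fitted effect of over 55% in size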
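Toxicity toward the 2HG-producing NT line was scored as %Activity, normalised to DMSO and no-cell wells, from CellTiter-Glo luminescence after 48 hours' treatment.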
Starred values were filed as active, the others as inactive; u = inconclusive; x = not tested or not shown; [ ] = remark or other dose. Unless noted, calls follow the shape of the dose curve; as a rule, active = well fitted curve in the direction sought with a large enough effect; inconclusive = small, poorly fitted or top-dose-only effect, or another doubt; inactive = no such curve, though single readings can be large; an effect the other way counts as inactive or inconclusive. Rows were taken by chance. Share with any hit: about 12%.

No.	compound	SW480 rereplic	HT1080-NT tox	IL1B secr inh	KB-V1 MDR tox	ATXN2 expr inh	WRN helicase inh	HT1080 IDH1KD tx	KB-3-1 cytotox	MCF10A rerep
1	O=C(CS(=O)(=O)c1ccccc1)Nc1ccc(Cl)cn1	4%	27%	8	4%	12%	7%	9%	9%	-1%
2	CCOC(=O)C1CCCN(C(=O)c2cc(-c3ccccc3)cs2)CC1 (stereo not drawn)	x	-16%	-15	3%	13%	-7%	-2%	0%	x
3	CC(=O)c1cnn(-c2ccc(Cl)cc2)c1C	2%	27%	9	u	2%	1%	21%	-10%	-5%
4	COc1ccc(NC(=O)Nc2ccc(N(C)C)cc2)cc1	1%	3%	-11	13%	35%[activator]	-4%	0%	-3%	3%
5	CN(C)C(=O)NC(NC(=S)Nc1ccccc1)C(Cl)(Cl)Cl (stereo not drawn)	-20%	11%	-12	9%	-16%	-5%	6%	-3%	-2%
6	Cc1cc(C)n2cc(CSc3ncn[nH]3)nc2n1	-23%	3%	6	0%	4%	1%	-4%	-2%	0%
7	CSCCC(NS(=O)(=O)c1ccc2ccccc2c1)C(=O)O (stereo not drawn)	-23%	8%	25	23%	1%	-8%	-5%	14%	-1%
8	CC(NC(=O)c1ccc(CS(C)(=O)=O)cc1)c1ccc(-c2ccccc2)cc1 (stereo not drawn)	8%	-15%	4	-9%	2%	14%	-13%	-6%	10%
9	COc1ccc(-c2noc(CN3CCN(c4ccccc4F)CC3)n2)cc1OC	-2%	5%	-3	6%	-6%	-3%	-2%	-1%	18%
10	O=C(CCc1nc(-c2ccccc2F)no1)NCCN1CCN(Cc2ccccc2)CC1	0%	-2%	10	-12%	-16%	-9%	-9%	-5%	1%
11	CSc1nc2ccc(NC(=O)C3CCCO3)cc2s1 (stereo not drawn)	-4%	-4%	-5	-11%	23%	2%	-1%	-5%	u
12	Cc1noc(C)c1COc1ccc(C(=O)OCC(=O)Nc2ccc3c(c2)OCO3)cc1	0%	6%	-30	0%	1%	-6%	0%	-3%	17%
13	Clc1nc(NCCN2CCOCC2)nc(NCc2ccccc2)n1	-6%	-9%	14	0%	x	3%	4%	0%	17%
14	Cc1nnc(SCC(=O)NC2CCS(=O)(=O)C2)n1Cc1ccccc1 (stereo not drawn)	1%	-1%	8	u	12%[11.3 µM]	-3%	2%	-1%	-12%
15	CCCN(CC(=O)Nc1ccc(F)c(F)c1F)C(=O)C1CC(=O)N(Cc2ccccc2)C1 (stereo not drawn)	-3%	-12%	1	-12%	-2%	-8%	-1%	-1%	-1%
16	NNC(=O)c1nn(-c2ccc(Cl)cc2)ccc1=O	-7%	8%	-7	7%	-7%	-9%	3%	0%	4%
17	COc1cc(OCC(=O)NC(C)C)cc2c1C(=O)O[C@@H](C)CCCC(=O)CCCCC2	-8%	-6%	-11	3%	x	3%	u	-1%	-9%
18	CCN(CCn1cccn1)C(=O)c1cc(COc2ccccc2SC)on1	0%	8%	-9	-1%	85%[activator]	-11%	-11%	-10%	5%
19	O=C(CN1C(=O)COc2ccccc21)N1CCN(c2ccccc2F)CC1	-4%	2%	-7	0%	-4%	0%	-1%	-10%	-5%
20	Cc1cc(C(=O)NC2CCC(C)CC2)c(C)o1 (stereo not drawn)	8%	4%	9	0%	45%[activator]	-2%	1%	-7%	u
21	CCOC(=O)N1CCN(C(=O)CSc2nnc(-c3ccccc3OC)o2)CC1	2%	14%	-1	0%	-13%	-2%	9%	16%	-1%
22	COc1ccc(CCNC(=O)CC2(CC3=NS(=O)(=O)c4ccccc4N3)CCCC2)cc1OC	-3%	-2%	-19	13%	x	-4%	0%	-3%	-6%
23	N#Cc1cc2c(ccc3ccccc32)oc1=O	u	-7%	4	12%	-19%	-31%	-7%	-2%	1%
24	COc1cccc(C(=O)Nc2cccc(C(=O)NC3=NN(c4c(Cl)cc(Cl)cc4Cl)C(=O)C3)c2)c1	-2%	-19%	6	-1%	2%	u	u	10%	25%
25	O=C(N/N=C/c1ccncc1)c1cc(C2CC2)nc2ccccc12	-8%	-7%	67	1%	0%	-14%	-10%	5%	-6%
26	COC(=O)CC1C(=O)NCCN1C(=O)CSc1nnc(Nc2ccc(C)cc2)s1 (stereo not drawn)	0%	0%	-1	11%	5%	-10%	0%	-3%	u
27	CC(Oc1ccc(Cl)cc1Cl)C(=O)NNC(=O)C(=O)N1CCCCC1 (stereo not drawn)	-2%	-2%	-6	-2%	8%	-2%	-10%	8%	-8%
28	Cc1ccc2nc(SCC(=O)c3ccc(O)cc3O)[nH]c2c1	-24%	0%	79	-4%	x	-9%	0%	0%	u
29	CCOc1ccc(OCc2ccc(C(=O)N3CCCCC3)o2)cc1	-8%	-19%	-3	-7%	-6%	-7%	-14%	u	11%
30	CCn1ncc(/C=N\NC(=O)COc2cc(C)cc(C)c2)c1C	u	-1%	-1	12µM*	-3%	-4%	u	u	9%
31	CC(OC(=O)Cc1c[nH]c2ccccc12)C(=O)Nc1ccc(S(N)(=O)=O)cc1 (stereo not drawn)	-2%	5%	15	0%	12%	5%	-2%	6%	0%
32	COc1ccc(OC)c(NC(=O)CN2c3cccc4cccc(c34)S2(=O)=O)c1	0%	-2%	33	5.2µM*	4%	-3%	-6%	-13%	7%
33	CCOc1ccccc1C1C(C(N)=O)=C(C)Nc2nc(-c3ccc(OC)cc3)nn21 (stereo not drawn)	-1%	-5%	-5	-5%	15%	4%	-1%	-4%	12%
34	COc1cc(C(=O)N(CCN(C)C)CC2CCCN(Cc3ccccc3F)C2)ccc1C (stereo not drawn)	u	u	u	6%	-3%	10%	u	-15%	-32%[inhibitor][9.22 µM]
35	CCOc1cccc2c1OC(c1cc(OC)c(OC)c(OC)c1)N1N=C(c3ccc(C)o3)CC21 (stereo not drawn)	u	-26%	u	-28%	54%[activator]	12%	u	-29%	123%
36	O=C(NCCc1ccccc1)c1ccccc1SCC(=O)N1CCCC1	-9%	4%	25	9%	6%	0%	4%	20%	-2%
37	O=C(OCCCc1cc2ccccc2c(=O)o1)c1ccc(C(F)(F)F)cc1	-42%[inhibitor]	6%	24	u	1%	-6%	8%	u	-16%
38	CC(C)Sc1nc(SCC(=O)NCc2ccco2)c2c3c(sc2n1)COC(C)(C)C3	15%	-3%	1	-17%	75%[activator]	-9%	-2%	u	u
39	O=C(Cc1ccc(NC(=O)C2CCN(C(=O)C3CC3)CC2)cc1)Nc1cccc(C(=O)N2CCCCC2)c1	0%[9.22 µM]	17%	0	11%	10%	7%	8%	2%	19%
40	Cc1ccc(SCCN2CCN(C)CCC2=O)cc1	-3%	5%	2	-2%	18%	5%	6%	-7%	21%
41	N#C/C(=C\C=C\c1ccccc1[N+](=O)[O-])c1nc(-c2ccc3c(c2)OCO3)cs1	-14%	14%	6	-25%	u	-14%	-17%	-6%	14%
42	CC(OC(=O)/C=C/c1ccc2ccccc2n1)C(=O)Nc1ccc(S(N)(=O)=O)cc1 (stereo not drawn)	u	-14%	u	5%	2%	-11%	u	-1%	u
43	O=C(c1ccccn1)N1CCN(S(=O)(=O)c2ccc3ccccc3c2)CC1	u	3%	24	u	-9%	u	2%	-18%	3%

An excerpt from above in order of SMILES length, lowest first:
No.	compound	SW480 rereplic	HT1080-NT tox	IL1B secr inh	KB-V1 MDR tox	ATXN2 expr inh	WRN helicase inh	HT1080 IDH1KD tx	KB-3-1 cytotox	MCF10A rerep
29	CCOc1ccc(OCc2ccc(C(=O)N3CCCCC3)o2)cc1	-8%	-19%	-3	-7%	-6%	-7%	-14%	u	11%
21	CCOC(=O)N1CCN(C(=O)CSc2nnc(-c3ccccc3OC)o2)CC1	2%	14%	-1	0%	-13%	-2%	9%	16%	-1%
26	COC(=O)CC1C(=O)NCCN1C(=O)CSc1nnc(Nc2ccc(C)cc2)s1 (stereo not drawn)	0%	0%	-1	11%	5%	-10%	0%	-3%	u
34	COc1cc(C(=O)N(CCN(C)C)CC2CCCN(Cc3ccccc3F)C2)ccc1C (stereo not drawn)	u	u	u	6%	-3%	10%	u	-15%	-32%[inhibitor][9.22 µM]
38	CC(C)Sc1nc(SCC(=O)NCc2ccco2)c2c3c(sc2n1)COC(C)(C)C3	15%	-3%	1	-17%	75%[activator]	-9%	-2%	u	u
31	CC(OC(=O)Cc1c[nH]c2ccccc12)C(=O)Nc1ccc(S(N)(=O)=O)cc1 (stereo not drawn)	-2%	5%	15	0%	12%	5%	-2%	6%	0%
22	COc1ccc(CCNC(=O)CC2(CC3=NS(=O)(=O)c4ccccc4N3)CCCC2)cc1OC	-3%	-2%	-19	13%	x	-4%	0%	-3%	-6%
41	N#C/C(=C\C=C\c1ccccc1[N+](=O)[O-])c1nc(-c2ccc3c(c2)OCO3)cs1	-14%	14%	6	-25%	u	-14%	-17%	-6%	14%
24	COc1cccc(C(=O)Nc2cccc(C(=O)NC3=NN(c4c(Cl)cc(Cl)cc4Cl)C(=O)C3)c2)c1	-2%	-19%	6	-1%	2%	u	u	10%	25%
